Compound activity deposited in PubChem by several laboratories.
CHRM5 antagonist: antagonists of human muscarinic M5 receptor (CHRM5); hit rate 0.59% among 360,000; inhibition, % at 3 µM; P08912; CHO-hM5 cells, Fluo-8 calcium fluorescence, ACh EC80; AID 624040;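 active = inhibition above a per-plate cutoff, the mean of that plate's test compounds plus 3 SD, cut at about 27% in these data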;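 note: 0% = acetylcholine EC80 with DMSO and 100% = DMSO without agonist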
M4 PAM: positive allosteric modulators of human muscarinic M4 receptor | CHO-K1 hM4/Gqi5, Fluo-8 calcium fluorescence, ACh EC20; 0% = ACh EC20, 100% = maximal ACh | hit rate 0.4% among 360,000 | P08173 | activation, % at 3 µM;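 active = activation above its plate's cutoff, the mean activation of sample wells plus 3 SD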; note: some results filed as inactive read as strong as hits
Target sequence (P08173 whole entry, looked up): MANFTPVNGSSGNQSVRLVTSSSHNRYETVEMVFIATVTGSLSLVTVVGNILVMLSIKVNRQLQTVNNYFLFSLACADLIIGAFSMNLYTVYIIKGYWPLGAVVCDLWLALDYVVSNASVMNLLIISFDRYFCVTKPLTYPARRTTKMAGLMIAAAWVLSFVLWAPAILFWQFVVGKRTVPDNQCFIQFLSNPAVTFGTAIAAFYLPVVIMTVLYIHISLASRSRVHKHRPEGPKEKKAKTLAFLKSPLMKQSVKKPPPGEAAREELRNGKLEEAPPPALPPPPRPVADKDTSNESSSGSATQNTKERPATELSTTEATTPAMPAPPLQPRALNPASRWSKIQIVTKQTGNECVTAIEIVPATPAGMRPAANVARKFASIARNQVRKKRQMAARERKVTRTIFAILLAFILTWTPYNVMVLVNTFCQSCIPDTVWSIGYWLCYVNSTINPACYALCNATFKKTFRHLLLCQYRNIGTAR
M5 PAM: potentiates acetylcholine response at human M5 receptor; activation, % at 3 µM; AID 624038; CHO-K1 hM5, Fluo-8 calcium, ACh EC20 PAM; 0% = ACh EC20, 100% = ACh EC100; hit rate 0.3% among 360,000;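 active = activation above the run cutoff, the mean activation of all test compounds plus 3 SD, cut at about 18% in these data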
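Probe or stimulus: acetylcholine, EC20 level; Assay system: human M5 receptor in CHO-K1 cells; Schedule: compound preincubation 140 s before EC20 acetylcholine addition; Technique: intracellular calcium via Fluo-8 fluorescence; Dosing: single-point, 3 µM nominal; Read-out basis: percent activation from peak-over-basal fluorescence ratio, scaled EC20-to-EC100 acetylcholine; Repeats: one well per compound, no replicates.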
M4 antag: CHRM4 antagonism in calcium assay. CHO-hM4 cells, ACh EC80, Fluo-8 calcium fluorescence. AID 624125. inhibition, % at 3 µM. hit rate 0.73% among 360,000. P08173;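 active = inhibition above its plate's cutoff, the mean inhibition of sample wells plus 3 SD, cut at about 27% in these data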;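 note: 0% = acetylcholine EC80 with DMSO and 100% = DMSO without agonist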
CRFBP-R2 agonist: agonists of human CRF-binding protein/CRF-R2 receptor complex | HEK293 CRF-R2/CRF-BP, calcium dye fluorescence (FLIPR); percent of saturating CRF peptide response | activation, % at 13.2 µM | hit rate 0.46% among 350,000;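 active = activation of at least 50%, plus an integration ratio under a set limit after plate pattern correction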;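 note: plate controls were neutral control wells without compound for no effect and CRF at EC100 for full effect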
CRFR2-BP antag: blocks CRF-induced signaling of the CRF-BP/CRF-R2 complex; HEK293 CRF-R2/CRF-BP, CRF-induced calcium fluorescence; inhibition, % at 11.8 µM; hit rate 0.59% among 350,000;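 active = inhibition of the ligand-induced calcium signal above about 50% at the single tested concentration, limit read from the data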
CHRM1 PAM: potentiates human M1 receptor response to acetylcholine | P11229 | CHO-K1 hM1, Fluo-8 calcium fluorescence, ACh EC20; 0% = ACh EC20, 100% = maximal ACh | activation, % at 3 µM | hit rate 0.088% among 360,000; in the data active = activation above about 19%, passing the limit was not always enough
Target sequence (P11229 whole entry, looked up): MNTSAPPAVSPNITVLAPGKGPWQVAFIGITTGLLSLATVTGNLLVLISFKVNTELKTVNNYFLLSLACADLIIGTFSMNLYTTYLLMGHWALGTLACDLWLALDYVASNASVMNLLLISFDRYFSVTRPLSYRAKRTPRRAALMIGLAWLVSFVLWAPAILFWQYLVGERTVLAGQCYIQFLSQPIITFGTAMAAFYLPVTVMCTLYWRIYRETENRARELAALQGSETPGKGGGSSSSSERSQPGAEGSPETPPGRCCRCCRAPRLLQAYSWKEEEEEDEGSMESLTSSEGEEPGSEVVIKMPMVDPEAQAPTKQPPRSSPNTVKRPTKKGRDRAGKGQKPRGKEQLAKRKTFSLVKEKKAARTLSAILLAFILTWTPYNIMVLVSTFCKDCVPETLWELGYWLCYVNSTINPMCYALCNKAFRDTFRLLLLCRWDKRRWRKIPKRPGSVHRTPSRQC
CHRM4 agonist: agonists of human muscarinic M4 receptor (CHRM4). activation, % at 3 µM. AID 624127. CHO-K1 hM4/Gqi5, Fluo-8 calcium fluorescence; vehicle 0%, full acetylcholine response 100%. hit rate 0.14% among 360,000;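 active = activation above the run mean over all test wells plus 3 SD, cut at about 32% in these data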;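 note: peak over basal fluorescence ratio per well then scaled between controls; 0% = DMSO wells and 100% = acetylcholine at EC100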
CHRM5 agonist: agonists of human muscarinic M5 receptor (CHRM5); CHO-K1 hM5 cells, Fluo-8 calcium fluorescence; 0% DMSO wells, 100% maximal acetylcholine response; P08912; AID 624037; hit rate 0.19% among 360,000; activation, % at 3 µM;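 active = activation above the run's mean over test compounds plus 3 SD, cut at about 23% in these data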;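 note: signal is peak over basal fluorescence ratio across the kinetic read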
Starred values were filed as active, the others as inactive; nt = not tested or not shown.

SMILES | CHRM5 antagonist | M4 PAM | M5 PAM | M4 antag | CRFBP-R2 agonist | CRFR2-BP antag | CHRM1 PAM | CHRM4 agonist | CHRM5 agonist
COC(=O)C1=NNC2(c3ccc(C)cc3)C(=O)N(c3cccc(C)c3C)C(=O)C12 (configuration not stated) | 9 | -10 | -5 | 14 | -1.5 | -5 | -4 | 5 | 1
CC(=O)c1cccc(NC(=O)NN2CCN(C)CC2)c1 | -3 | -7 | -4 | 10 | -0.1 | 20 | -14 | 1 | -6
COc1ccc(NC(=O)c2ccc(-c3nn(C)c(=O)c4ccccc34)cc2)cc1 | 4 | 0 | -4 | 0 | -0.4 | -4 | 7 | 1 | 1
CSc1nc(NCC(C)C)c2c3c(sc2n1)CN(C)CC3 | -6 | 15 | -2 | -14 | 0.6 | 2 | -3 | 1 | -7
CCOC(=O)C1=C(N)Oc2c(oc(CO)cc2=O)C1c1ccccc1 (configuration not stated) | 16 | -2 | 1 | -7 | 0.0 | -2 | 5 | 10 | 1
O=S(=O)(c1ccc(F)cc1)N1CCN(CCc2ccccc2)CC1 | 16 | -9 | -7 | 17 | -0.4 | 41 | 0 | 0 | -3
CCOC(=O)N1CCN(C(=O)C(NC(=O)c2ccco2)C(C)C)CC1 (configuration not stated) | 3 | -2 | 0 | 6 | -0.7 | -12 | 5 | 0 | 1
N#Cc1c2c(c(-c3ccco3)[nH]c1=O)CCCC2 | -1 | -4 | 2 | -6 | 3.1 | 6 | 5 | 2 | 3
O=C(CN1c2cccc3cccc(c23)S1(=O)=O)Nc1ccccc1 | 1 | 2 | 1 | -4 | -0.1 | -5 | 10 | 2 | 0
COc1ccc(C(=O)NCC(=O)OCC(=O)NCCC2=CCCCC2)cc1 | 0 | -4 | 3 | 16 | 0.9 | 2 | 13 | 2 | -1
CC1CC(C)C[N+](=C2C=C(N3CCCC3)CC(C)(C)C2)C1 (configuration not stated) | 4 | -5 | 1 | 18 | -0.6 | 1 | 1 | 1 | -10
CN(CC(=O)Nc1cccc(F)c1)C(=O)CNC(=O)Cc1cccc2ccccc12 | -2 | 5 | 0 | 1 | -1.0 | -23 | 1 | 3 | 0
COc1ccc(-n2cnc3scc(-c4ccc(OC)c(OC)c4)c3c2=O)cc1 | 1 | 6 | 0 | -8 | -0.1 | -4 | 5 | 6 | -1
CCOc1ccccc1C(=O)OCC(=O)Nc1nnc(-c2ccccc2)o1 | 4 | -3 | 2 | -1 | -0.7 | 4 | -2 | 1 | 0
COc1ccc(OC(C)=O)c(C2c3cc(OC)c(OC)cc3CCN2C(C)=O)c1 (configuration not stated) | 3 | 0 | 0 | -8 | -1.3 | 10 | 3 | 0 | 1

Reprinted from the results shown, two compounds:
SMILES | CHRM5 antagonist | M4 PAM | M5 PAM | M4 antag | CRFBP-R2 agonist | CRFR2-BP antag | CHRM1 PAM | CHRM4 agonist | CHRM5 agonist
CCOc1ccccc1C(=O)OCC(=O)Nc1nnc(-c2ccccc2)o1 | 4 | -3 | 2 | -1 | -0.7 | 4 | -2 | 1 | 0
COc1ccc(OC(C)=O)c(C2c3cc(OC)c(OC)cc3CCN2C(C)=O)c1 (configuration not stated) | 3 | 0 | 0 | -8 | -1.3 | 10 | 3 | 0 | 1

(list continues)
SMILES | CHRM5 antagonist | M4 PAM | M5 PAM | M4 antag | CRFBP-R2 agonist | CRFR2-BP antag | CHRM1 PAM | CHRM4 agonist | CHRM5 agonist
COc1cc(NC(=O)c2ccc([N+](=O)[O-])o2)ccc1NC(=O)c1ccco1 | 2 | 0 | -6 | -6 | -0.9 | -9 | -2 | 6 | 2
COc1ccc(/C=C/C(=O)NC(=S)N2CCCCC2)cc1OC | 16 | 5 | -3 | -14 | 1.0 | -8 | 16 | 2 | -3
CCOc1ccc(-c2nnc(SCC(=O)N3CCN(c4ccccc4)CC3)o2)cc1 | -3 | 5 | 2 | -3 | 2.5 | 5 | 4 | 1 | 2
O=C1c2cc(N3CCCC3)c([N+](=O)[O-])cc2C(=O)N1c1ccccc1 | 1 | -3 | -1 | 9 | -3.0 | 1 | 3 | 1 | -1
O=C(CCSc1ccccc1)NCCN1CCOCC1 | -1 | 12 | -5 | -1 | 1.5 | -15 | 17 | 2 | 1
CC1CCc2c(nc3ncnn3c2NCCc2ccccc2F)C1 (configuration not stated) | 0 | -3 | -2 | -3 | -1.1 | 0 | -4 | 8 | 0
CC(Nc1nc(-c2ccc(F)cc2)cs1)c1nc2cc(C(F)(F)F)ccc2n1CCOCCO (configuration not stated) | 16 | -1 | -3 | 9 | 1.2 | -1 | 2 | 0 | -5
Cc1nc(CC(=O)O)c(-c2ccccc2)s1 | -6 | 8 | 7 | 5 | -1.2 | 10 | 12 | 0 | -1
O=C(CSc1ccc2nnc(-c3ccccn3)n2n1)Nc1ccc(F)cc1F | -13 | 15 | 3 | -8 | 0.3 | -4 | 13 | 2 | -1
Nc1ccc(C(=O)N/N=C/c2cn(Cc3cccc(F)c3)c3ccccc23)cc1 | 10 | -1 | -9 | -9 | -1.1 | -4 | 1 | 5 | -2
Cc1cc(=O)[nH]c(SCC(=O)NNC(=O)Cc2ccccc2)n1 | 0 | 1 | 7 | 4 | 2.1 | -14 | 10 | 1 | 2
CC(C)NC(=O)CSc1nc(-c2ccccc2)cs1 | -6 | 1 | -1 | 2 | -0.9 | -5 | 12 | 1 | -5
CC(=O)NCCN1C(=O)C2C3c4ccccc4C(c4ccccc43)C2C1=O (configuration not stated) | -5 | 4 | 2 | -8 | -2.4 | 0 | -2 | 3 | -1
O=C(c1ccccc1)N1CCN(c2ncccn2)CC1 | 4 | 2 | 4 | -8 | 2.2 | 3 | 10 | 0 | -2
CC(=O)N1c2ccc(S(=O)(=O)NCCC(=O)NCCc3ccc(C)cc3)cc2CC1C (configuration not stated) | 9 | 1 | -3 | -1 | 1.9 | -2 | -1 | 10 | 3
O=C(CC[C@H]1O[C@@H](n2ccc(=O)[nH]c2=O)[C@H](O)[C@@H]1O)N[C@H](Cc1ccccc1)C(=O)NCCCN1CCCC1=O | 1 | 9 | -2 | -6 | nt | nt | 7 | 1 | 2
Cc1cc(C)cc(OCC(=O)OCC(=O)N(C)CC(=O)Nc2ccc(F)cc2)c1 | 8 | 4 | -2 | -2 | -0.5 | -5 | 8 | 2 | 1
COC(=O)c1ccc(Oc2cc(C)nc(NCc3ccccc3)n2)cc1 | -10 | 2 | -1 | -10 | 1.9 | 4 | 1 | 0 | -6
CC(C)C(NC(=O)c1ccc(C(C)(C)C)cc1)C(=O)Nc1ccc(N2CCOCC2)cc1 (configuration not stated) | 4 | 1 | 0 | -3 | -0.9 | -2 | 12 | 1 | 3
CCOC(=O)/C(C#N)=C/Nc1cc(C(C)(C)C)sc1C(C)=O | 11 | 1 | -1 | 0 | -3.1 | 20 | 1 | 0 | 0
COC(=O)c1ccccc1NS(=O)(=O)c1c(C)noc1C | -1 | -2 | 3 | 1 | 2.1 | -2 | 8 | 0 | -6
Cc1ccc2c(c1)N(CC(=O)c1cccc(Cl)c1)C(=O)C(C)O2 (configuration not stated) | 2 | 2 | 0 | 5 | 0.2 | -10 | 4 | -1 | -3
O=C(O)CC(NC(=O)Cc1ccccc1)c1ccccc1 (configuration not stated) | 9 | -4 | -8 | 4 | 1.0 | 11 | 1 | 1 | 3
C1CCc2c(nc3nnnn3c2NC2CCCC2)C1 | 0 | -1 | -1 | -3 | -1.8 | 11 | 2 | 1 | -1
CCOc1ncccc1C(=O)Nc1ccc(S(=O)(=O)N2CCCC2)cc1 | 5 | 3 | 7 | 1 | -0.5 | -1 | 13 | 1 | 0
COc1cc(C(=O)NNC(=O)CN2C(=O)NC3(CCCC3)C2=O)cc(OC)c1OC | 0 | 5 | 1 | -2 | 0.7 | -6 | 4 | 1 | 1
CSC1=NCCN1C(=O)c1ccc(C)cc1 | 4 | 5 | 8 | 8 | 0.2 | 11 | 4 | 1 | 3
CCOc1ccc2oc(C(=O)O)c(C)c2c1 | 6 | 11 | 13 | 6 | 1.5 | -7 | 1 | 0 | 0
C[C@H](NC(=O)c1[nH]cnc1C(=O)N[C@H](C)c1ccccc1)c1ccccc1 | 6 | 6 | -9 | 0 | 2.3 | -15 | -6 | 4 | 2
CC(Sc1nnnn1C)C(=O)Nc1ccc(Oc2ccccc2)cc1 (configuration not stated) | 1 | -7 | -15 | 4 | -0.2 | 11 | 5 | 2 | -11
COc1ccccc1N1CCCSC1=Nc1ccccc1 | 15 | 1 | 0 | 1 | 1.6 | 8 | 6 | 0 | -8
O=C(CCCn1c(=O)[nH]c2cc(Cl)ccc2c1=O)NCCCN1CCCC1=O | -6 | 6 | 7 | -11 | 1.7 | -2 | -1 | 0 | -4
O=C(Cn1nnc(-c2ccccc2)n1)N/N=C/c1ccco1 | -1 | 3 | 13 | -16 | 3.6 | 45 | -4 | 0 | -3
Cn1cccc1C(=O)OCC(=O)NCCc1ccc(S(N)(=O)=O)cc1 | 0 | 7 | 10 | 1 | 0.5 | 13 | 5 | 2 | 1
O=C(C[n+]1ccccc1)N/N=C/c1ccc(Br)cc1 | 2 | 10 | -1 | -8 | -1.7 | -2 | 6 | 0 | -2
O=C(Nc1cccc(S(=O)(=O)N2CCCCC2)c1)c1c2c(nc3ccccc13)CCN(Cc1ccccc1)C2 | 15 | -5 | -4 | 0 | 6.0 | 5 | 2 | 5 | -1
COC(=O)CN1C(=O)COc2ccc(S(=O)(=O)N3CCCC3)cc21 | -3 | -1 | 5 | -2 | 2.4 | 5 | 6 | 1 | -1
Cn1nnnc1SCC(=O)Nc1ccc(N2CCOCC2)cc1 | -4 | -2 | 5 | 0 | 5.1 | -10 | 1 | 1 | 0
O=C(CSc1nncs1)NC(=O)NCc1ccco1 | 9 | -1 | 3 | 3 | -0.5 | -4 | 10 | 1 | 1
O=C(CCCCCN1C(=O)c2ccccc2C1=O)NCc1ccccn1 | -1 | -1 | 0 | 2 | 2.8 | 6 | 0 | 1 | 0
COc1ccc(Br)cc1S(=O)(=O)Nc1ncccc1C | 1 | 9 | -1 | -12 | -1.2 | 9 | 0 | 2 | -4
CN(C(=O)COC(=O)COc1ccc(Cl)cc1)C1CCCCC1 | 3 | 6 | -3 | 6 | -3.1 | 17 | 3 | 5 | 2
COC(=O)C(NS(=O)(=O)c1ccccc1Cl)c1ccccc1 (configuration not stated) | -2 | -7 | 7 | -13 | -0.3 | -11 | 7 | 1 | -2
CCC(=O)N1c2ccccc2NC2=C(C(=O)CC(c3ccco3)C2)C1c1ccco1 (configuration not stated) | 6 | 5 | -1 | 0 | 0.2 | 9 | 0 | 1 | -6
COc1ccc(Cn2cc(CN3CCS(=O)(=O)N(Cc4ccc(-c5cccc(Cl)c5)cc4)C(C)C3=O)nn2)cc1 (configuration not stated) | -3 | 3 | 2 | -2 | 5.0 | -1 | 14 | 3 | 2
CCCCSc1nc2sc3c(c2c(=O)n1-c1ccc(OC)cc1)CCN(C)C3 | 2 | -6 | 0 | -1 | 1.1 | 5 | 7 | 2 | -1
CCOC(=O)c1c(C)[nH]c(C)c1C(=O)COC(=O)/C=C/c1ccc(OC)cc1 | 10 | -6 | -12 | 1 | -0.6 | 22 | -5 | 14 | -3
COc1cc([N+](=O)[O-])ccc1NC(=O)/C=C/C(=O)O | -8 | 0 | 1 | 0 | -0.5 | 12 | 10 | 1 | -3
